# HepG2 tox = qHTS for Inhibitors of TGF-b: Cytotox Counterscreen; HepG2 CAGA-GFP viability, ATP luminescence, 18 h; Potency, µM (series often up to 46.1 µM), without a hit: top-dose activity change, negative = cytotoxicity, hits mostly cytotoxic; hit rate 0.76% among 410,000; also: potency is read from the fitted curve at half-maximal effect; some results filed as inactive show a strong effect at the top dose
#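 CellTiter-Glo luminescence gave cytotoxicity after 18 hours at 37 degrees C. The cells were HepG2 CAGA-GFP in 1% FBS DMEM, stimulated with 500 pg/mL TGF-beta after compound addition. %Activity was normalised to no-cell wells (complete cell-killing) and DMSO (no toxicity), and curves were fitted and classified.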
# HT1080 IDH1KD tx = qHTS for induction of synthetic lethality in tumor cells producing 2HG: qHTS for the HT-1080-IDH1KD cell line; HT-1080 IDH1 knockdown viability, ATP luminescence, 48 h; Potency, µM (highest dose often 46.1 µM), inactives show at the highest dose activity, negative = toxicity, most hits filed as cytotoxic; hit rate 2% among 360,000;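 also: potency is read from the fitted curve at half-maximal effect; 0% = DMSO wells and -100% = cell-free medium wells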
#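 CellTiter-Glo luminescence after 48 h compound exposure at 37 degrees C of IDH1-knockdown HT-1080 cells in 5% FBS RPMI. %Activity scaled between DMSO wells and cell-free media wells, with curves fitted and assigned curve classes.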
# MCF10A rereplic = A quantitative high throughput screen for small molecules that induce DNA re-replication in MCF 10a normal breast cells; MCF 10A DNA re-replication, Hoechst nuclear intensity, 48 h; Potency, µM (top dose mostly 46.1 µM), for inactives: top-dose activity, positive = re-replication, usual class: activators; hit rate 2.9% among 350,000; AID 624296, 2012; also: potency is read from the fitted curve at half-maximal effect; % of control where 0% means no effect; nearly all actives have a fitted effect of over 50% in size
# ATXN viability = Viability Counterscreen for Primary qHTS for Inhibitors of ATXN expression. Potency, µM (top dose mostly 56.7 µM), hits mostly cytotoxic. S2 cells (HEK-293 line with an ATXN2-luciferase reporter) viability, CellTiter-Fluor protease fluorescence, 24 h. hit rate 0.49% among 400,000. AID 651635, 2014; also: potency is read from the fitted curve at half-maximal effect; nearly all actives have a fitted effect of over 40% in size
# KB-3-1 tox = qHTS assay for MDR1-selective chemotherapeutics: Primary screen using the parental adenocarcinoma cell KB-3-1 | AID 1347075, 2019 | KB-3-1 viability, CellTiter-Glo ATP luminescence, 72 h | Potency, µM (titrated, usually from 46.1 µM), without a hit: at the top dose activity change, negative = cytotoxic, most hits filed as cytotoxic | hit rate 1.4% among 400,000; also: potency is read from the fitted curve at half-maximal effect; % is scaled to controls: 0 for no effect and ±100 for the full control effect; nearly all actives have a fitted effect of over 60% in size
#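 72 h, 37 °C compound treatment of KB-3-1 parental cells; CellTiter-Glo added, 10 min, luminescence read. Data corrected against DMSO-only plates and normalized before curve fitting.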
# ATXN2 expr inh = Primary qHTS for Inhibitors of ATXN expression | Potency, µM (series often up to 57 µM), without a hit: at the highest dose activity change, negative = inhibition, usual class: inhibitors | hit rate 0.72% among 360,000 | HEK-293 ATXN2-luciferase reporter, luminescence, 24 h | AID 1745845, 2022; also: potency is read from the fitted curve at half-maximal effect; % is scaled to controls: 0 for no effect and ±100 for the full control effect; nearly all actives have a fitted effect of over 55% in size
#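 qHTS (up to 57 uM final) was run with 24 h compound exposure of reporter cells at 37 °C. Each well was multiplexed: SteadyGlo luminescence measured ATXN2-luciferase expression after a fluorogenic Gly-Phe-AFC viability readout (25 uM final).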
# HT1080NT lethal = qHTS for induction of synthetic lethality in tumor cells producing 2HG: qHTS for the HT-1080-NT fibrosarcoma cell line; Potency, µM (doses to about 46.1 µM), for the others: top-dose activity, negative = less viability, hits mostly cytotoxic; hit rate 1.6% among 360,000; HT-1080-NT fibrosarcoma viability, CellTiter-Glo ATP luminescence, 48 h;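 also: NT is the 2HG producing partner of a matched IDH1 knockdown line; potency is read from the fitted curve at half-maximal effect; 0% = DMSO-treated cells and -100% = media-only wells without cells; nearly all actives have a fitted effect of over 55% in size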
#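 Toxicity toward the 2HG-producing NT line was scored as %Activity, normalised to DMSO and no-cell wells, from CellTiter-Glo luminescence after 48 hours' treatment.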
# IL-1B inflam inh = qHTS for Inhibitors of Inflammasome Signaling: IL-1-beta AlphaLISA Primary Screen. activity change, % at 57.5 µM. THP-1 LPS/ATP IL-1B secretion, AlphaLISA, 16 h; active compounds read low. hit rate 4.7% among 360,000; in the data active = activity change below about -50%; inconclusive = mostly about -30% to -49%; also: % is scaled to controls: 0 for no effect and ±100 for the full control effect
#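 THP-1 cells pretreated 1 hr with compounds (up to 57.5 uM final), then stimulated with LPS (250 ng/mL final) plus ATP (1.25 mM final); secreted IL-1B measured by AlphaLISA after 16 hr, decreased signal indicating inhibition.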
# SW480 rerep = A quantitative high throughput screen for small molecules that induce DNA re-replication in SW480 colon adenocarcinoma cells; SW480 DNA re-replication, Hoechst DNA content imaging, 48 h; Potency, µM (highest dose often 46.1 µM), without a hit: top-dose re-replication activation, hits mostly activators; hit rate 1.8% among 340,000; AID 624297, 2012; also: potency is read from the fitted curve at half-maximal effect; % of control where 0% means no effect; nearly all actives have a fitted effect of over 55% in size
#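 Image-based read-out: total Hoechst fluorescence of nuclei (405 nm excitation, 500-530 nm emission), with hits raising the fraction of high-intensity nuclei. SW480 colon cells incubated 48 hr with compounds at 37 C.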
# Starred values were filed as active, the others as inactive; i = inactive; ? = inconclusive; . = not tested or not shown; & = joins results of further samples; [ ] = remark or other dose. Unless noted, calls follow the shape of the dose curve; as a rule, active = well fitted curve in the direction sought with a large enough effect; inconclusive = small, poorly fitted or top-dose-only effect, or another doubt; inactive = no such curve, though single readings can be large; an effect the other way counts as inactive or inconclusive. Rows were taken by chance; any-hit rate near 8.9%.
SMILES,HepG2 tox,HT1080 IDH1KD tx,MCF10A rereplic,ATXN viability,KB-3-1 tox,ATXN2 expr inh,HT1080NT lethal,IL-1B inflam inh,SW480 rerep
CCN(CC)CCN(C(=O)c1ccc2c(c1)CCCC2)c1nc2c(C)cccc2s1,-32%,?,?,i,?,-19%,-19%,-16,4%
CCOC(=O)c1ccc(Oc2nc(NC)nc(Nc3ccccc3)n2)cc1,-15%,2%,14%,i,6%,3%,-5%,17,?
C/C(=N\OC(=O)c1ccccc1)c1cc(-c2ccc(Cl)cc2)no1,9%,26%,0%,i,?,92%[activator],18%,-7,-1%
C=C(C1=CCN(S(=O)(=O)C(C)(C)C)[C@@H]1CCO)c1ccccc1,-21%,3%,-27%,i,0%,4%,0%,16,6%
COc1ccc(S(=O)(=O)N2CCCOC2CNC(=O)C(=O)NC2CCCC2)cc1 (stereo not given),0%,-10%,21%,i,?,-22%,-1%,i,-2%
CC(=O)Nc1ccc(S(=O)(=O)NCC(=O)NC(C)c2ccc(S(N)(=O)=O)cc2)cc1 (stereo not given),22%,12%,-13%,i,-3%,3%,20%,13,2%
O=C(CN1C(=O)COc2ccc(S(=O)(=O)N3CCCCC3)cc21)NCc1ccc(F)cc1,-8%&-5%,-10%,3%,i,-7%&-5%,-7%&0%,-14%,-9,-3%
CCCN(C(=O)CCl)C1=CCCCC1,-18%,?,16%,.,?,8.4µM*,10µM*,-87*,21%
Cc1ccc(NC(=O)N2CCC(n3c(C)nc4cccnc43)CC2)c(Cl)c1,2%,.,.,i,2%,4%,.,.,.
N/C(=N\OC(=O)c1ccc(Cl)c(Cl)c1)c1ccccn1,-32%,?,6%,i,2%,27%,13%,15,2%
CCn1cc(C(=O)NCC(C)C)c(=O)c2cc(F)c(N3CCN(C(=O)c4ccco4)CC3)cc21,4%,0%,?,i,0%,5%,-15%,1,-2%
CN(CC(=O)N1CCOCC1)S(=O)(=O)c1ccc2ccccc2c1,-6%,-10%,-1%,i,-4%,-9%,-9%,?,2%
CCCn1c(=O)c2[nH]cnc2n(-c2ccccc2C)c1=O,17%,-6%,1%,i,9%,-14%,13%,17,-10%
COc1ccc(-c2cc3ccc(OCC(C)=O)cc3oc2=O)cc1,-2%,16%,0%,i,6%,-12%,14%,-23,-1%
COC(=O)c1ccccc1NC(=O)Cn1cnc2ccc(S(=O)(=O)N3CCC(C)CC3)cc2c1=O,-46%,-13%,1%[9.22 µM],i,1%,-4%,4%,9,-20%
Cc1sc2nnn(CC(=O)N3CCN(C(=O)c4ccco4)CC3)c(=O)c2c1C,5%,6%,-1%,i,-3%,2%,1%[9.24 µM],0,0%
O=C(CCNC(=O)c1ccc(Br)cc1)NCc1ccccc1F,0%,1%,?,i,-7%,4%,4%,-5,-14%
COc1ccccc1NC(=O)c1cc2cc(Br)ccc2cc1O,-49%,?,?,i,18µM*,.,?,?,-3%
CCOC(=O)C1CCCN(C2CC(=O)N(c3ccc(NC(C)=O)cc3)C2=O)C1 (stereo not given),-6%,11%,?,i,-15%,-8%,10%,5,-9%
Cc1ccc2c(c1)C(O)(c1c(C)[nH]c3ccccc13)C(=O)N2 (stereo not given),-12%,?,?,?,-1%,-27%,?,32,4%
CC(C)(C)OC(=O)NCCc1n[nH]c(=S)o1,13%,1%,0%,i,21%,-13%,12%,8,-5%
COC(=O)CNc1n[nH]c(=S)[nH]c1=O,1%,18%,-15%,i,-1%,10%,11%,-12,-6%
Cc1noc(C)c1S(=O)(=O)N(C)C[C@H]1Oc2ccc(NC(=O)Cc3ccccc3)cc2C(=O)N([C@H](C)CO)C[C@@H]1C,6%,10%,17%,i,0%,2%,2%,7,2%
CC(C)C(=O)N1CCC1(C)C(=O)Nc1ccc2cn[nH]c2c1 (stereo not given),-7%,0%,.,i,-21%,-22%,2%,2,.
COc1cc(NC(=O)SC2=NCCS2)cc(OC)c1,-13%,17%,0%,?,-3%,.,10%,-17,-11%

# (cont.)
SMILES,HepG2 tox,HT1080 IDH1KD tx,MCF10A rereplic,ATXN viability,KB-3-1 tox,ATXN2 expr inh,HT1080NT lethal,IL-1B inflam inh,SW480 rerep
c1ccc(N2CCN(c3cccc(-c4cc5ccccc5s4)n3)CC2)nc1,-16%,-1%,.,i,0%,15%,14%,26,.
COc1ccc(C(=O)O/N=C2\C(=O)N(C)c3ccccc32)cc1,6%,7%,-3%,i,0%,.,0%,2,-3%
Cc1ccc(S(=O)(=O)N(C)C)cc1NC(=O)COC(=O)c1ccc2c(c1)OCCO2,-26%,-3%,-6%,i,0%,?,3%,0,-6%
C=CCN(C(=O)CN1CCOCC1)c1nc(C)c(-c2ccccc2)s1,-21%,-2%,23%,i,-1%,6%,-10%,-19,-2%[9.22 µM]
COc1ccc(CCNC(=O)c2cnccn2)cc1,7%,-8%,-2%,i,4%,9%,0%,-8,1%
CC(C)c1ccc(CC(NC(=O)c2ccccc2)C(=O)NCC(=O)O)cc1 (stereo not given),-34%,6%,-11%,i,9%,-16%,11%,0,-4%
Cc1ccccc1NCC(=O)c1ccc(Br)cc1,-20%,?,?,i,0%,-3%,-2%,-16,?
O=c1c2ccccc2nnn1CSc1ccccc1,2%,10%,0%,i,0%,59%[activator],18%,6,1%
COc1ccc(-c2csc3[nH]c(=S)n(-c4ccccc4)c(=O)c23)cc1OC,-1%,-4%,5%,i,5%,-6%,-2%,17,-3%
CCOc1ccc(-c2nnc(-c3ccccc3)o2)cc1,4%,-7%,?,i,-3%,-1%,-15%,?,-3%
COc1ccccc1CNC(=O)[C@@H]1CCCN1S(=O)(=O)c1ccc(Cl)cc1,0%,11%,-7%,i,0%,-10%,20%,-16,-7%
COc1cc(OC)cc(C(=O)N[C@H](C(=O)OCC(=O)Nc2ccc3c(c2)OCO3)C(C)C)c1,1%,-1%,-9%,i,-10%,-3%,-8%,62,-6%
COc1ccc(Nc2ncnc3onc(C)c23)cc1Cl,-2%,.,.,i,5%,-4%,.,.,.
N#Cc1c(-n2ncnc2-c2ccccc2C(F)(F)F)sc2c1CCCCC2,-33%,.,.,i,-8%,9%,.,.,.
O=S(=O)(N(Cc1ccccc1)[C@@H](CO)Cc1ccccc1)N(Cc1ccccc1)[C@@H](CO)Cc1ccccc1,2%&-55%,-5%,?,?,?,-21%,-24%,17,-9%
O=C(NCc1cccnc1)c1ccc([N+](=O)[O-])cc1,-1%,17%,5%,i,2%,-7%,11%,-1,-6%
Fc1ccc(-[n+]2nc(Nc3ccccc3)sc2-c2c3ccccc3cc3ccccc23)cc1,11µM*,23µM*,-52%[inhibitor],11µM*,0%,25µM*,21µM*,-89*,-22%[9.22 µM]
COc1ccc(C(=O)Nc2ccc(NC(=O)C3CC3)nc2)cc1,-1%,4%,10%,i,-3%,-3%,0%,-6,5%
Cc1nc2c(cc1N)nc(C)n2Cc1ccccc1,-4%,-2%,-7%,i,-9%,6%,-8%,-12,-80%[inhibitor]
CCCNC(=O)C1(C)CCCN(C(=O)c2cc(C)n(C(C)(C)C)n2)C1 (stereo not given),1%,12%,.,i,0%,9%,20%,27,.
COc1ccc(CC(=O)N(Cc2ccccc2)c2cccc(C)c2)cc1OC,-5%,-8%,5%,i,0%,-8%,3%,?,-6%
O=C(O)Cn1cnc2scc(-c3cccs3)c2c1=O,3%,20%,6%,i,3%,-7%,19%,21,-2%
Cc1ccccc1C(=O)N1CCC(C(=O)N2CCN(c3ncccn3)CC2)CC1,-7%,2%,?,i,1%,4%,8%,34,-4%

# Ordered by length of the SMILES (high to low): some entries from above.
SMILES,HepG2 tox,HT1080 IDH1KD tx,MCF10A rereplic,ATXN viability,KB-3-1 tox,ATXN2 expr inh,HT1080NT lethal,IL-1B inflam inh,SW480 rerep
O=S(=O)(N(Cc1ccccc1)[C@@H](CO)Cc1ccccc1)N(Cc1ccccc1)[C@@H](CO)Cc1ccccc1,2%&-55%,-5%,?,?,?,-21%,-24%,17,-9%
Cc1ccc(S(=O)(=O)N(C)C)cc1NC(=O)COC(=O)c1ccc2c(c1)OCCO2,-26%,-3%,-6%,i,0%,?,3%,0,-6%
COc1ccccc1CNC(=O)[C@@H]1CCCN1S(=O)(=O)c1ccc(Cl)cc1,0%,11%,-7%,i,0%,-10%,20%,-16,-7%
CC(C)c1ccc(CC(NC(=O)c2ccccc2)C(=O)NCC(=O)O)cc1 (stereo not given),-34%,6%,-11%,i,9%,-16%,11%,0,-4%
c1ccc(N2CCN(c3cccc(-c4cc5ccccc5s4)n3)CC2)nc1,-16%,-1%,.,i,0%,15%,14%,26,.
COc1ccc(CC(=O)N(Cc2ccccc2)c2cccc(C)c2)cc1OC,-5%,-8%,5%,i,0%,-8%,3%,?,-6%
C=CCN(C(=O)CN1CCOCC1)c1nc(C)c(-c2ccccc2)s1,-21%,-2%,23%,i,-1%,6%,-10%,-19,-2%[9.22 µM]
CCOc1ccc(-c2nnc(-c3ccccc3)o2)cc1,4%,-7%,?,i,-3%,-1%,-15%,?,-3%
COc1ccc(Nc2ncnc3onc(C)c23)cc1Cl,-2%,.,.,i,5%,-4%,.,.,.
COc1ccc(CCNC(=O)c2cnccn2)cc1,7%,-8%,-2%,i,4%,9%,0%,-8,1%

# Source: PubChem
